Rab2A wt mod – changes GTP binding to wildtype dog Rab2A, up or down. P61105. GST-Rab2 wt beads, Bodipy-GTP binding, flow cytometry. GTP binding activity, % at 10 µM. 190,000 compounds, 0.19% hits. AID 760;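 active means GTP binding activity at least 20 points away from 100%, either lowered or raised; inconclusive means signal likely due to the compound's own green fluorescence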;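 further: 0% = beads with excess unlabeled GTP and 100% = no-compound control corrected for plate trend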
Avidin bead fluor – avidin bead compound fluorescence profile. Avidin beads, compound fluorescence 488/530 nm, flow cytometry; stronger effect = higher value. 220,000 compounds, 0.38% hits. fluorescence (KMESF) at 10 µM; in the data active means fluorescence above about 47; further: inactives centre near 10
Rab7 wt GTP bind – dog Rab7 wildtype GTP binding, inhibitors and activators; GTP binding activity (percent of control), % at 10 µM; 190,000 compounds, 0.055% hits; AID 758; GST-Rab7 beads, fluorescent GTP binding, flow cytometry; actives lie on both sides; untreated = 100%, excess cold GTP = 0%;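 active means fluorescent GTP binding to Rab7 beads changed by at least 20 points from the 100% baseline, either direction, mostly lower; inconclusive means compound itself probably fluorescent, or too few beads counted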;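 further: median green fluorescence of bound Bodipy-FL-GTP per Rab7 bead population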
Rac1 mut GTP – human Rac1 activated mutant GTP binding change; P63000; GST-Rac1 activated beads, fluorescent GTP binding, flow cytometry; actives lie on both sides; 100% means binding = to untreated wells; percent activity (GTP binding), % at 10 µM; 190,000 compounds, 0.11% hits; AID 764;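 active means GTP binding at least 20 percentage points away from the 100% baseline, in either direction, so actives lie on both sides; inconclusive means Compound likely fluorescent itself, or too few beads counted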
Mcl1-Noxa inh – disrupts binding of human Mcl-1 to Noxa peptide | Q07820 | TR-FRET Mcl-1/Noxa peptide binding, 2 h | inhibition, % at 21.7 µM | 220,000 compounds, 1.5% hits | AID 1022;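 active means compounds that cut the protein-peptide binding signal by more than 50% relative to plate controls in a single-dose test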;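 further: His-tagged Mcl-1 with rhodamine Noxa BH3 peptide and terbium anti-His antibody; 0% = Mcl-1 plus Noxa peptide wells and 100% = peptide-only wells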
ABCG2 inh – human ABCG2 inhibition, ABCB1 as counter-screen. IgMXP3 cells, JC-1 efflux, flow cytometry. 190,000 compounds, 0.1% hits. Q9UNQ0. inhibition, % at 6.6 µM. AID 1325;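 active means inhibition above 80%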;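 further: 0% = DMSO and 100% = nicardipine control wells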
Target sequence (Q9UNQ0 whole entry, looked up): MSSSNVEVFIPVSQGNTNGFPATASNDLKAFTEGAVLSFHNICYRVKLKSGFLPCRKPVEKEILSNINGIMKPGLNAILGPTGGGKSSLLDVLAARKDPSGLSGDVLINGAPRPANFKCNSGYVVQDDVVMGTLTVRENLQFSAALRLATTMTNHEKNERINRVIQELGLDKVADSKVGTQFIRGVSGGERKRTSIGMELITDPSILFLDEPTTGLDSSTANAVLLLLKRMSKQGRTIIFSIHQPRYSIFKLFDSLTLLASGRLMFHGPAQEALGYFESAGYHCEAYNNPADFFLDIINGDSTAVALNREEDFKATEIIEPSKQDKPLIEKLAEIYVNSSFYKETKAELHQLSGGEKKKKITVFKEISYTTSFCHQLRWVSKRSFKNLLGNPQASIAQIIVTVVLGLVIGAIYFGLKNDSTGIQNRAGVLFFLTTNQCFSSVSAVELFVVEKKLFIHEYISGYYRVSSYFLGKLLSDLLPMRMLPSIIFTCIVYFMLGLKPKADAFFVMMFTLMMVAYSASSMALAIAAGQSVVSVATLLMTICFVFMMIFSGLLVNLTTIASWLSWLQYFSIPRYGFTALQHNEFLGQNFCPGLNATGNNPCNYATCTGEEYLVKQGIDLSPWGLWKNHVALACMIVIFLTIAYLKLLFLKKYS
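Measure – % inhibition of efflux relative to nicardipine and DMSO · Test system – ABCG2 IgMXP3 and barcoded ABCB1 CCRF-Adr cell mix · Control set – nicardipine as high control, DMSO as low control · Compound – one concentration, 6.6 µM final · Signal – flow cytometry of retained JC-1 fluorescence · Timing – 10 min exposure at 25 °C with rotation, no wash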
Pf gamet viab – P. falciparum stage V gametocyte viability inhibition; inhibition, % at 10.9 µM; 150,000 compounds, 0.065% hits; P. falciparum stage V gametocytes, ATP luminescence, 24 h; AID 743093;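 active means inhibition above the mean plus 3 SD of compounds within the control limits, set per campaign, cut at about 38% in these data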;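 further: 0% = DMSO wells and 100% = medium only without gametocytes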
HRas wt GTP – human HRas wildtype GTP binding, change in either direction | GST-Ras wt beads, Bodipy-FL-GTP binding, flow cytometry; actives lie on both sides | GTP binding activity, % at 10 µM | 190,000 compounds, 0.14% hits | AID 759;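 active means GTP binding activity at least 20% away from the 100% baseline, either lowered as inhibitor or raised as activator; inconclusive means flagged as likely green fluorescent, judged across all proteins in the well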;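 further: 0% = unlabeled GTP competition control and 100% = no-compound control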
Target sequence (P01112 whole entry, looked up): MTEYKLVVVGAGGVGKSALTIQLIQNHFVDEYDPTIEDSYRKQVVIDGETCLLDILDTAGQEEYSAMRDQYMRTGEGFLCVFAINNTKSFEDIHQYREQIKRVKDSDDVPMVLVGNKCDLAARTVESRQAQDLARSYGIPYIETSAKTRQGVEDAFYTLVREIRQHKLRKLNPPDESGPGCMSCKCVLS
Cdc42 wt GTP – modulators (inhibitors or activators) of GTP binding to human Cdc42 wildtype; percent activity (GTP binding), % at 10 µM; P60953; 190,000 compounds, 0.2% hits; GST-Cdc42 beads, Bodipy-GTP binding, flow cytometry; actives lie on both sides;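 active means percent activity GTP binding at least 20 points away from the 100% baseline, either down as inhibitor or up as activator; inconclusive means compound flagged as likely green fluorescent from well-wide comparison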;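 further: median bead fluorescence of bound Bodipy-FL-GTP at 100 nM; 0% = excess unlabeled GTP control and 100% = no compound control; below 100% means less GTP binding so inhibitor and above means activator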
Target sequence (P60953 whole entry, looked up): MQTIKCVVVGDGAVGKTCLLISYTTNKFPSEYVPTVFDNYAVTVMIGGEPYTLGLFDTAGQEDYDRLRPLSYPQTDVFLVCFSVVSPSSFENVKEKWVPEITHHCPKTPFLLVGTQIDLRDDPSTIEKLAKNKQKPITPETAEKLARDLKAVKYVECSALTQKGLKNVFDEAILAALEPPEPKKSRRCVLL
ABCB1 inh – human ABCB1 inhibition, ABCG2 as counter-screen | CCRF-Adr cells, JC-1 efflux, flow cytometry | inhibition, % at 6.6 µM | 190,000 compounds, 0.067% hits; in the data active means inhibition above about 40%;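 further: 0% = vehicle and 100% = reference inhibitor; higher value means more JC-1 retained so stronger ABCB1 efflux block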
Rac1 wt modul – alters GTP binding to wildtype human Rac1 | P63000 | GST-Rac1 beads, fluorescent GTP binding, flow cytometry; actives lie on both sides; 0 = cold GTP competed, 100 = untreated | GTP binding activity (% of control), % at 10 µM | 190,000 compounds, 0.27% hits | AID 757;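 active means GTP binding activity at least 20 points away from the 100% control level, either lower or higher; inconclusive means compound flagged as likely green fluorescent, judged across all proteins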
The depositor's hits bear a star; ? = inconclusive; / = not tested or not shown. Rows were taken by chance. About 2.3% of those tested had a hit in this group.

structure	ABCB1 inh	Mcl1-Noxa inh	Rac1 wt modul	ABCG2 inh	Pf gamet viab	Rab7 wt GTP bind	Rac1 mut GTP	Cdc42 wt GTP	Rab2A wt mod	Avidin bead fluor	HRas wt GTP
CC(=O)Nc1cccc(NC(=O)C2CCCN2C(=O)Nc2ccc(Cl)cc2)c1 (centres undefined)	0.6	-13	107	3	15	100	101	102	102	16	104
COc1ccc(N2CCN(C(=O)c3ccc(OCc4c(C)noc4C)c(OC)c3)CC2)cc1	0.2	12	101	1	-13	103	99	101	102	12	100
Nc1nonc1-c1nc2ccccc2n1CC(=O)N1CCCCC1	0.1	-11	109	1	1	99	100	104	100	6	102
Cc1ccc(C(=O)NN(C)c2nc3ccccc3nc2C(F)(F)F)cc1	0.1	7	103	1	12	103	99	102	101	6	102
CN1/C(=C\C(=S)NC(=O)c2ccccc2Cl)C(C)(C)c2ccccc21	0.4	-7	103	1	10	100	101	100	102	8	102
Cc1ccccc1CN1CCN(S(=O)(=O)c2ccc(F)cc2)CC1	0.3	5	111	-2	-13	102	102	107	103	37	104
Cc1ccc(S(=O)(=O)Nc2cc(C(=O)NCCN(C)C)ccc2N2CCCCC2)cc1	0.1	0	111	0	/	103	102	107	101	13	102
COc1cc(C(=O)NCc2nnc(SCC(=O)Nc3ccc4c(c3)OCO4)o2)cc(OC)c1OC	1.7	16	97	4	-23	97	96	98	97	20	97
COCc1cc(SC2CCCCC2)nc(C)n1	0.2	8	101	1	/	93	94	102	96	8	93
Cc1ccc(-c2noc(CCC(=O)Nc3ccc(C)cn3)n2)cc1	1.2	12	102	12	/	96	95	100	100	34	101
COc1ccccc1/C=C/C1(C(=O)NC2CCCC2)CC(=O)N1c1ccc(C)cc1 (centres undefined)	2.5	15	100	4	16	95	97	98	96	/	99
CCOC(=O)c1cc2c(=O)n3ccccc3nc2n(C(C)C)c1=NC(=O)c1ccncc1	1.4	6	95	4	/	96	91	95	96	23	97
CC1CCN(C(=O)CSCC(=O)Nc2nc(-c3cccs3)cs2)CC1	0.3	-13	101	-1	/	101	99	103	99	23	99
CCN(CC)c1ccc2c(Nc3ccccc3)c(C=O)c(=O)oc2c1	-0.3	-3	92	-3	15	93	94	95	95	9	93
OC(COc1ccc(CNCCc2ccccc2F)cc1)CN1CCCCC1 (centres undefined)	0.8	10	97	3	-6	98	96	97	96	3	96
Cc1nn(CCC(=O)NNC(=S)Nc2ccc(Cl)cc2)c(C)c1[N+](=O)[O-]	-0.5	-29	104	4	14	98	99	100	99	5	100
COc1ccc(-c2c[nH]c(=O)[nH]c2=O)cc1OC	-0.1	-3	96	-1	/	103	95	97	97	9	96
CN1CCN(c2cnn(-c3ccccc3)c(=O)c2Br)CC1	0.4	5	96	1	/	96	98	100	100	12	97
Cc1ccccc1C(=O)c1c[nH]c(C(=O)NCc2cccs2)c1	0.6	16	101	3	/	99	96	99	102	11	100
CCCCCC1CCC(c2ccc(C(N)=O)cc2)CC1 (centres undefined)	0.2	/	89	-1	/	92	90	92	91	10	93
CC1Cc2ccccc2N1C(=O)c1cnc2n(c1=O)CCS2 (centres undefined)	1.0	24	103	4	/	98	99	102	100	6	100
O=C(Nc1cccc(Cl)c1)N(CCN1CCOCC1)Cc1cccc(Cl)c1	-0.3	4	98	0	10	97	100	97	100	11	99
COCCOC(=O)C1=C(C)NC2=C(C(=O)CC(C)(C)C2)C1c1ccc(N(C)C)cc1 (centres undefined)	0.1	16	98	0	-2	97	98	99	97	3	98
CC(C)CC(=O)N1CCN(S(=O)(=O)c2ccc3ccccc3c2)CC1	0.8	15	104	1	12	102	101	103	103	2	101
COc1cc(CN(C(=S)NCC(=O)NC2CCCC2)C2CCCC2)cc(OC)c1OC	1.3	14	100	0	/	95	101	100	95	3	99
O=C(/C=C/c1ccco1)Nc1ccc2c(c1)OCO2	-0.3	15	102	3	11	94	96	99	97	7	99
O=C(CCSc1nc2ccccc2o1)N1CCOCC1	0.7	14	98	2	0	98	97	99	97	6	99
O=C(c1ccccc1)c1ccc2nc(-c3ccc(NC(=O)c4ccccc4Br)cc3)[nH]c2c1	-1.1	-10	106	-2	/	98	99	102	96	21	103
COCC(=O)Nc1ccc(C(C)C)cc1	0.5	-2	98	2	-7	96	95	98	99	6	100
CCc1ccc(CNC(=O)Cn2nc(-c3ccc(C)cc3)ccc2=O)cc1	0.8	9	96	5	/	101	93	96	98	18	98

Three of the entries above in order of their number in Cdc42 wt GTP, largest number first.
canonical_smiles	Mcl1-Noxa inh	Rac1 wt modul	Rab7 wt GTP bind	Rac1 mut GTP	Cdc42 wt GTP	Rab2A wt mod	Avidin bead fluor	HRas wt GTP
Cc1ccccc1CN1CCN(S(=O)(=O)c2ccc(F)cc2)CC1	5	111	102	102	107	103	37	104
COc1cc(CN(C(=S)NCC(=O)NC2CCCC2)C2CCCC2)cc(OC)c1OC	14	100	95	101	100	95	3	99
CCN(CC)c1ccc2c(Nc3ccccc3)c(C=O)c(=O)oc2c1	-3	92	93	94	95	95	9	93

(listing goes on)
structure	ABCB1 inh	Mcl1-Noxa inh	Rac1 wt modul	ABCG2 inh	Pf gamet viab	Rab7 wt GTP bind	Rac1 mut GTP	Cdc42 wt GTP	Rab2A wt mod	Avidin bead fluor	HRas wt GTP
Cn1ncc2c(Nc3ccc4ccccc4c3)ncnc21	0.3	16	100	10	-11	102	98	101	100	11	99
C[C@H]1C=C(C(=O)N2CCOCC2)O[C@@H](OCc2ccc(CO)cc2)C1	0.5	-9	96	3	15	97	95	91	96	6	95
CCOc1ccc(C(=O)NC(=S)Nc2ccc(NC(=O)c3ccco3)c(C)c2)cc1[N+](=O)[O-]	0.4	0	101	8	3	99	98	98	95	12	98
O=C(Cc1cccs1)NCc1ccc2c(c1)OCO2	0.8	-6	98	2	/	99	95	100	98	15	101
C=CCN(C(=O)CCC(=O)Nc1cc(C)on1)C(C(=O)NC(C)(C)C)c1cccc(OC)c1OC (centres undefined)	0.7	20	108	2	-4	102	102	105	101	14	103
OC(CN1CCN(c2ccccc2)CC1)Cn1c2ccccc2c2ccccc21 (centres undefined)	1.9	2	104	13	-9	102	98	98	98	13	101
O=C1CCCN1c1ccc(S(=O)(=O)N2CCN(c3ccccn3)CC2)cc1	1.4	3	106	3	/	99	100	106	102	8	102
COc1ccc(N(CC(=O)Nc2cccc(OC)c2)S(=O)(=O)c2c(C)nn(C)c2C)cc1	2.1	9	98	7	8	95	97	99	96	11	98
COC(=O)CCC(NC(=O)OCc1ccccc1)C(=O)NC(CC(C)C)C(=O)OC (centres undefined)	0.5	5	100	1	30	92	98	101	95	9	97
Cc1nnc(Nc2ccc(Cl)c(C(F)(F)F)c2)[nH]c1=O	0.7	4	96	2	4	95	95	98	96	7	95
O=C(c1ccc2c3c(cccc13)CC2)C1CCCN(C(=O)c2cccnc2)C1 (centres undefined)	-1.7	5	100	0	1	95	96	97	96	14	95
CCOP(=O)(OCC)c1nc(/C=C/c2ccccc2)oc1NCc1ccccc1	0.9	-1	94	3	/	97	96	94	99	18	95
CC(=O)c1c(C)[nH]c(C(=O)CSc2nc3ccc(C)cc3[nH]2)c1C	0.9	24	109	7	/	103	102	104	101	13	102
COc1ccc(/C=C(/C(=O)NCc2ccccc2)c2ccccc2)cc1	1.4	2	100	14	/	96	98	96	101	3	98
CC1CN(S(=O)(=O)c2ccc(C(=O)Nc3ccc(S(=O)(=O)Nc4nccs4)cc3)cc2)CC(C)O1 (centres undefined)	-0.4	6	100	-2	-6	97	98	97	97	15	98
CC[N+](CC)(CCO)CCCN1C(=O)C2CC=C(Cl)CC2C1=O (centres undefined)	0.1	1	99	0	-10	100	99	99	102	9	100
Cc1cccc(NC(=O)c2cc(-c3ccco3)nc3ccccc23)n1	13	22	106	48	/	99	97	100	96	34	99
CN(C)CCCNC(=O)COc1ccc(Br)cc1Cl	0.8	16	107	18	12	99	100	106	100	13	103
O=C(O)C1CCCCC1C(=O)Nc1ccccc1Nc1ccccc1 (centres undefined)	-4.4	7	102	-6	-28	100	97	100	99	10	99
O=C(O)C1Sc2[nH]c(=O)sc2C2c3cc(Cl)ccc3OC(=O)C12 (centres undefined)	0.3	34	?	0	21	?	?	?	?	4	?
CCOC(=O)C(=O)Nc1sc(C(=O)N2CCOCC2)c(C)c1C#N	0.6	9	97	2	-1	99	96	98	98	11	96
CCS(=O)(=O)c1ccc(C(=O)Nc2ccccc2OC)c(Cl)c1Cl	1.3	14	95	5	12	102	96	95	98	10	98
O=C(CSc1ccc(Cl)cc1)Nc1cc(-c2nc3ncccc3o2)ccc1Cl	0.2	20	102	8	-3	99	99	102	99	11	99
CCN(CCCNC(=O)CCc1nc(-c2ccc(OC)cc2)no1)c1cccc(C)c1	0.5	11	99	4	-2	97	98	98	98	2	99

5 compounds from above, sorted by heavy-atom count, lowest first.
structure	ABCB1 inh	Mcl1-Noxa inh	Rac1 wt modul	ABCG2 inh	Pf gamet viab	Rab7 wt GTP bind	Rac1 mut GTP	Cdc42 wt GTP	Rab2A wt mod	Avidin bead fluor	HRas wt GTP
O=C(CCSc1nc2ccccc2o1)N1CCOCC1	0.7	14	98	2	0	98	97	99	97	6	99
CCOC(=O)C(=O)Nc1sc(C(=O)N2CCOCC2)c(C)c1C#N	0.6	9	97	2	-1	99	96	98	98	11	96
CN1/C(=C\C(=S)NC(=O)c2ccccc2Cl)C(C)(C)c2ccccc21	0.4	-7	103	1	10	100	101	100	102	8	102
COc1ccc(N(CC(=O)Nc2cccc(OC)c2)S(=O)(=O)c2c(C)nn(C)c2C)cc1	2.1	9	98	7	8	95	97	99	96	11	98
COc1cc(C(=O)NCc2nnc(SCC(=O)Nc3ccc4c(c3)OCO4)o2)cc(OC)c1OC	1.7	16	97	4	-23	97	96	98	97	20	97

Assay outcomes deposited in PubChem BioAssay by several laboratories.
